# Screening results deposited in PubChem by National Center for Advancing Translational Sciences (NCATS).
# G9a inh – inhibitors of human histone lysine methyltransferase G9a; Potency, µM (titrated, usually from 102 µM), for the others: top-dose activity, negative = inhibition, usual class: inhibitors; AID 504332; Q96KQ7; G9a H3K9 monomethylation, AlphaScreen, 2 h; actives 8.8% (n = 350,000); note: potency is the fitted concentration of half-maximal effect; % is set by controls: 0 for no effect and ±100 for the full control effect; nearly all actives have a fitted effect of over 75% in size
#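 AlphaScreen read-out: biotin-H3K9 peptide (500 nM) methylation by 20 nM enzyme with 20 uM SAM, 2 h at room temperature after 15 min compound preincubation; anti-monomethyl H3K9 antibody plus donor/acceptor beads, 10 min dark.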
# ERG-DNA inh – blocks human ERG Ets domain binding to DNA; actives 0.028% (n = 370,000); Potency, µM (titrated, usually from 76.9 µM), for the others: top-dose FP activity, negative = inhibition, hits mostly inhibitors; fluorescence polarization, His-ERG Ets domain / labelled DNA; active = well fitted inhibition curve with a large enough effect in the polarisation, with a control signal flat; inconclusive = small, poorly fitted or top-dose-only effect, or effect the other way, or a change in a side signal; inactive = no such curve, though single readings can be large or run the other way; the % refers to the polarisation;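 note: polarization taken with two DNA probes labelled with fluorescein and Texas red; potency is the fitted concentration of half-maximal effect; % of control where 0% means no effect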
# Target sequence (P11308 whole entry, looked up, the tested form may be a part): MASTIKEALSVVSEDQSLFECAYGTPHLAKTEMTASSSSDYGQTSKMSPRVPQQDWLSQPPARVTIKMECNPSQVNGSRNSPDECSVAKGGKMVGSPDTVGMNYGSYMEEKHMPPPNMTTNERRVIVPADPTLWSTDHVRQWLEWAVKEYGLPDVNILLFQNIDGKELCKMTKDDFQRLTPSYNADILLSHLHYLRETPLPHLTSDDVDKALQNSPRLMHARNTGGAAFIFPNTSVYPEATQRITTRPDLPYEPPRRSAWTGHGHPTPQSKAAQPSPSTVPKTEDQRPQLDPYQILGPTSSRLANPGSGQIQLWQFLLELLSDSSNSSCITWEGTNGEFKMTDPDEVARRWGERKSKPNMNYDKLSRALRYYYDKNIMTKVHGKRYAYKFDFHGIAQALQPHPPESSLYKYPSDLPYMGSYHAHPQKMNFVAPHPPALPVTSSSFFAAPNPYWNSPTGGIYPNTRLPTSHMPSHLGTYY
#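 His-tagged ERG Ets domain (1 uM in the protein solution; 300mM KCl, 50mM Tris-HCl, 1mM EDTA, 1mM DTT, pH 7.5) received compound, then a probe mix of 5 nM fluorescein-DNA and 100nM Texas-615-DNA. Fluorescence polarization was read for both dyes.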
# HP1b chromo inh – HP1-beta chromodomain-methylated histone interaction inhibition; AlphaScreen HP1-beta / biotin-H3K9me3 peptide binding; Potency, µM (top dose mostly 114 µM), for the others: at the highest dose activity change, negative = inhibition, actives largely listed as inhibitors; actives 0.56% (n = 390,000); AID 540317; note: potency is the fitted concentration of half-maximal effect; nearly all actives have a fitted effect of over 70% in size; inactives centre near 23
#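 Compound inhibition of the preformed complex between 50 nM HP1-beta and 50 nM biotinylated H3K9me3 peptide was read by AlphaScreen. Buffer was PBS pH 7.4 with 0.01% Tween-20. Incubations ran 30 min at room temperature, with 10 ug/mL donor/acceptor beads.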
# GLS inh – blocks human kidney-isoform glutaminase activity; actives 0.21% (n = 410,000); AID 624170; GLS enzymatic activity, qHTS titration; Potency, µM (doses to about 45.5 µM), for the others: top-dose activity change, negative = inhibition, most hits filed as inhibitors; note: potency is the fitted concentration of half-maximal effect; % is set by controls: 0 for no effect and ±100 for the full control effect
#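 Assay buffer: 45 mM KH2PO4 pH 8.2, 0.02% Tween-20. hKGA acts on L-glutamine (1 mM solution added); product glutamate is reported by an oxidase/peroxidase Amplex Red coupling, with fluorescence taken at baseline and 30 min.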
# JMJD2A Tudor – JMJD2A Tudor domain (human) inhibition; O75164; AlphaScreen JMJD2A-Tudor / H3K4me3 peptide binding; Potency, µM (highest dose often 114 µM), inactives show at the top dose activity change, negative = inhibition, actives largely listed as inhibitors; actives 4.4% (n = 390,000); AID 504339; note: potency is the fitted concentration of half-maximal effect; % is set by controls: 0 for no effect and ±100 for the full control effect; nearly all actives have a fitted effect of over 50% in size
# BAZ2B inh – BAZ2B (human) inhibition. Potency, µM (top dose mostly 114 µM), for the others: top-dose activity change, negative = inhibition, most hits filed as inhibitors. AlphaScreen BAZ2B-H3K14Ac peptide displacement. Q9UIF8. actives 4.4% (n = 360,000); note: potency is the fitted concentration of half-maximal effect; % is set by controls: 0 for no effect and ±100 for the full control effect; nearly all actives have a fitted effect of over 60% in size
#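 Protein-peptide AlphaScreen: BAZ2B 50 nM, b-H3K14Ac 50 nM, 1x PBS pH 7.4 + 0.01% Tween-20. Preincubation 30 min RT; cpd 30 min RT (top 110 uM); beads 20 min RT, light-protected.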
# Tb PGK inh – inhibitors of T. brucei phosphoglycerate kinase; P07378; PGK/GAPDH coupled, Kinase-Glo luminescence, 60 min; Potency, µM (titrated, usually from 57.5 µM), for inactives: at the highest dose activity change, negative = inhibition, hits mostly inhibitors; actives 0.043% (n = 380,000); note: potency is the fitted concentration of half-maximal effect; % is set by controls: 0 for no effect and ±100 for the full control effect; nearly all actives have a fitted effect of over 60% in size
# Target sequence (P07378 whole entry, looked up): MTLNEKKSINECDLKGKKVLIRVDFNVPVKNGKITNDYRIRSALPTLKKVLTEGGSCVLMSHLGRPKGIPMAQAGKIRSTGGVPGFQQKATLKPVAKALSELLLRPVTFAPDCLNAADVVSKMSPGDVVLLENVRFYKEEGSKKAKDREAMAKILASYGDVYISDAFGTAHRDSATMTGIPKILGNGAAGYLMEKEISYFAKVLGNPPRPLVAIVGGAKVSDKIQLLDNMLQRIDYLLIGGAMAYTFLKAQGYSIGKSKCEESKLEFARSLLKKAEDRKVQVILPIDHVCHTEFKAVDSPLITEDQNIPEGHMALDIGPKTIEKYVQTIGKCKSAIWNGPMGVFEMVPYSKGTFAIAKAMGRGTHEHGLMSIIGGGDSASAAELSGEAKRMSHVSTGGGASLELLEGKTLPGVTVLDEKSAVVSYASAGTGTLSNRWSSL
#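 Recombinant glycosomal PGK reaction used 1,3-bisphosphoglycerate generated in-well by GAPDH (100nM final) in 100mM TEA pH 7.6, 5mM MgCl2, 0.01% Tween-20. After 60 minutes at room temperature, ATP was read by Kinase-Glo Plus luminescence end-point.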
# PI4K2A inh – blocks human PI4K2A kinase activity; Q9BTU6; purified PI4K2A, ADP-Glo luminescence, 1 h; active compounds read low; activity change, negative = inhibition, % at 76.9 µM; actives 0.13% (n = 420,000); AID 1346378; in the data active = activity change below about -50%; inconclusive = mostly about -30% to -49%;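 note: -100% = wells without enzyme as full effect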
#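 Compounds are screened against recombinant PI4K2A using PI as substrate and ATP, the latter dispensed at 300 microM. Reactions run one hour at ambient temperature before ADP-Glo detection; full inhibition defined by wells lacking enzyme.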
# Pin1 inhibitor – inhibitors of human Pin1; Potency, µM (doses to about 115 µM), inactives show at the highest dose activity, negative = inhibition, actives largely listed as inhibitors; Pin1 FP peptide displacement, HiFluor488, 10 min; actives 0.009% (n = 390,000); active = well fitted inhibition curve with a large enough effect in the polarisation, with a control signal flat, not every such curve was filed as active; inconclusive = small, poorly fitted or top-dose-only effect, or effect the other way, or a change in a side signal; inactive = no such curve, though single readings can be large or run the other way; the % refers to the polarisation; note: potency is the fitted concentration of half-maximal effect; % is set by controls: 0 for no effect and ±100 for the full control effect
# Target sequence (Q13526 whole entry, looked up): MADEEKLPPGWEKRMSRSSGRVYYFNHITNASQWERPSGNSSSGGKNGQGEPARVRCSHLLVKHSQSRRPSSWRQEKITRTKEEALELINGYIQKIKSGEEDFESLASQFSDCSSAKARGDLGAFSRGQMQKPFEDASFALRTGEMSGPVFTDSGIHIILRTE
# The depositor's hits bear a star; i = inactive; ? = inconclusive; . = no result given; & = joins results of further samples; [ ] = dose if it differs, or a comment. Unless noted, calls come from the whole dose curve; as a rule, active = well fitted curve in the direction sought with a large enough effect; inconclusive = small, poorly fitted or top-dose-only effect, or another doubt; inactive = no such curve, though single readings can be large; an effect the other way counts as inactive or inconclusive.
Structure	PI4K2A inh	HP1b chromo inh	Tb PGK inh	BAZ2B inh	G9a inh	JMJD2A Tudor	ERG-DNA inh	Pin1 inhibitor	GLS inh
CCCCNC(=S)Nc1ccc([N+](=O)[O-])cc1	3	6%	-3%	-32%	-16%	-25%	0%	-2%	8%
Cc1cc(C)nc(SCC(=O)Nc2cc(C)on2)n1	-3	14%	-7%	34%	7%[59 µM]	-14%	-6%	-9%	1%
CCOC(=O)N1CCN(C(=O)c2cn(C)c3ccc(S(=O)(=O)N4CCCC4)cc3c2=O)CC1	-1	26%	0%	3%	-4%[59 µM]	-4%	-4%	-13%	3%
CN(C)S(=O)(=O)c1cccc(C(=O)OCC(=O)N2c3ccccc3NC(=O)C2(C)C)c1	4	23%	i	-6%	-1%[59 µM]	-12%	-1%	-7%	?
CNC(=O)c1csc(-c2ccc(Cl)cc2)n1	1	30%[activator]	5%	-21%	1%	-10%	-2%	-8%	3%
Cc1ccc(C)c(OCCn2c(CCNC(=O)C3CCCCC3)nc3ccccc32)c1	.	24%	.	-34%	2%[59 µM]	-30%	-2%	1%&1%	.
Cc1ccc(C(=O)OCC(=O)NC(=O)c2cccn2C)cc1	-4	22%	-10%	7%	-45%	5%	6%	10%	1%
CCC[C@@H](CN[C@@H](CNC)C(C)C)NCCCCc1ccccc1	5	53%[activator]	i	-8%	-17%	-26%	4%	-15%	3%
CN(C(=O)COc1ncnc2sccc12)C1CCCCC1	5	47%[activator]	12%	-6%	-8%[2.33 µM]	8%	-4%	-1%	-4%
CS(=O)(=O)N1CCN(C(=O)c2ccncc2)CC1	-4	25%	-13%	-8%	-41%	-11%	-2%	-6%	5%
CNS(=O)(=O)c1ccc(NC(=O)c2csc(C)c2)cc1	-2	36%	-8%	-12%	60%[activator]	8%	-2%	3%	3%
CC1CCN(C(=O)CSc2nnc3ccccn23)CC1	-10	16%	-2%	.	.	-13%	-20%	2%	?
CNS(=O)(=O)c1ccc(NC(=O)C2c3ccccc3Oc3ccccc32)cc1	1	15%	-6%	8%	-11%[59 µM]	-1%	15%	9%	-3%
CC1CCN(C(=O)Oc2ccccc2)CC1	5	37%[activator]	8%	-4%	9%	12%	1%	-10%	6%
O=C(O)c1ccc(NC(=O)c2cn(-c3ccccc3)nc2-c2ccccc2)cc1	1	41%[activator]	-1%	-38%	.	-1%	-2%	1%	0%
Cc1ccc(C)c(NC(=O)c2cnn(-c3ccc(F)cc3F)c2C2CCNCC2)c1	-1	31%	.	8%[57.1 µM]	?	-24%	1%	3%	-6%
COc1ccc(N2CCN(C(=O)c3ccc(Br)cc3)CC2)c([N+](=O)[O-])c1	-2	?	i	25µM*	45µM*	79µM*	10%	10%	0%
COc1ccccc1-n1ccnc1SCC(=O)NCC1CCCO1 (stereo not drawn)	3	24%	-7%	-3%[57.1 µM]	0%	8%	-4%	1%	6%
CCC(CO)NCc1ccc(OCC(O)c2ccccc2)c(OC)c1 (stereo not drawn)	-2	26%	3%	-18%	?	3%	-5%	-10%	-2%
COc1ccc(S(=O)(=O)NCC2CCCN(Cc3cccc(C(C)=O)c3)C2)cc1 (stereo not drawn)	0	51%[activator]	4%	-3%	24%[59 µM]	-12%	-2%	0%	13%
CC1CCCN(C(=O)c2ccc(S(=O)(=O)Nc3ccccc3Cl)cc2)C1 (stereo not drawn)	1	22%	4%	-3%	.	-12%	4%	4%	4%
Cc1ccc(S(=O)(=O)Nc2cc3c4c(c2)CCN4C(=O)CC3)cc1	0	34%[activator]	1%	-4%	-5%[59 µM]	-6%	2%	8%	5%
COc1ccc(C(=O)N/N=C(\N)c2cc3ccccc3oc2=O)cc1	-3	34%	-9%	13%	20%	5%	2%	-13%	6%
Cc1nc([N+](=O)[O-])cn1CC(=O)c1ccccc1	2	18%	0%	-3%	-4%	-6%	2%	6%	-2%
COc1ccc(CCc2nnc(CCC(=O)NCC3CCCO3)o2)cc1 (stereo not drawn)	-2	76%[activator]	-8%	11%	-15%	-6%	6%	3%	-3%
CCN1Cc2ccccc2-c2ccccc2S1(=O)=O	-2	66%[activator]	0%	.	.	-1%	0%	-4%	0%
Cc1ccc(Nc2c3c(nc4ccccc24)CCC3)cc1	-17	10%	5%	-25%	-29%	-7%	-4%	3%	3%
Cc1ccc(NS(=O)(=O)c2cc(C(=O)NCc3cccnc3)ccc2C)cc1	6	16%	5%	-18%	?	-1%	-11%	-1%	1%
CC(=O)Nc1ccc(NC(=O)Cn2c(=O)ccc3cc(S(=O)(=O)N4CCC(C)CC4)ccc32)cc1	-5	23%[57 µM]	-5%	-2%	17%[59 µM]	-8%	6%	4%	-8%
CCOC(=O)c1c(C)[nH]c(C(=O)CN2C(=O)NC(C)(c3ccc(C)cc3)C2=O)c1C (stereo not drawn)	1	4%	8%	-38%	?	-28%	1%	32%[activator]	9%

# Reprinted at random: 2 compounds from above
Structure	PI4K2A inh	HP1b chromo inh	Tb PGK inh	BAZ2B inh	G9a inh	JMJD2A Tudor	ERG-DNA inh	Pin1 inhibitor	GLS inh
Cc1ccc(C)c(NC(=O)c2cnn(-c3ccc(F)cc3F)c2C2CCNCC2)c1	-1	31%	.	8%[57.1 µM]	?	-24%	1%	3%	-6%
CN(C(=O)COc1ncnc2sccc12)C1CCCCC1	5	47%[activator]	12%	-6%	-8%[2.33 µM]	8%	-4%	-1%	-4%

# (continued)
Structure	PI4K2A inh	HP1b chromo inh	Tb PGK inh	BAZ2B inh	G9a inh	JMJD2A Tudor	ERG-DNA inh	Pin1 inhibitor	GLS inh
CCCNc1nc(C)cc(-c2cc(C(=O)NC3CCCC3)on2)n1	1	38%	0%	-8%	25%[59 µM]	-6%	0%	10%	4%
CCC(C)c1ccc(Nc2ncccc2C#N)cc1 (stereo not drawn)	2	293%[activator]	-20%	88%[activator][57.1 µM]	-7%[12.7 µM]	167%[activator]	-1%	-1%	3%
CCCCCCCCCSc1n[nH]c(N)n1	2	23%	-3%	1%	45%[59 µM]	-1%	-4%	-5%	12%
COc1ccc(Nc2nnc(SCc3cc([N+](=O)[O-])cc4c3OCOC4)s2)cc1	2	-4%	0%	-10%	?	-27%	1%	-7%	-17%
COC(=O)C1=C(C)N(C)C(=O)/C1=C\c1cccs1	-2	?	-10%	?	?	?	.	0%	2%
COC(=O)c1cc(S(=O)(=O)N2CCN(c3cccc(C)c3)C(C)C2)cn1C (stereo not drawn)	-3	17%	i	-7%	-17%[59 µM]	-10%	5%	2%	3%
O=C(Nc1ccc2nc(-c3cccnc3)[nH]c2c1)c1ccco1	5	39%[activator]	i	0%	-38%	-12%	-5%	7%	5%
COc1ccccc1OCC(=O)NCCCn1ccnc1	1	17%	.	79µM*	-19%	-33%	0%	0%	0%
CN1CCN(C(=O)CCN2C(=O)S/C(=C/c3ccc(Cl)cc3)C2=O)CC1	-1	15%	-5%	-9%	.	-15%	2%	0%	-6%
O=C(NCCc1cccc(F)c1)/C(=C/c1cccnc1)NC(=O)c1ccccc1	-2	29%	.	-4%	8%	-15%	0%	3%	3%
C#CCOCCOCCOCCNc1nc(N2CCOCC2)nc(N2CCN(C(=O)CCCCCCCCCCNC(=O)[C@@H]([C@H](C)O)n3cc(C)nn3)CC2)n1	-5	7%	-1%	?	-14%[2.33 µM]	-35%	0%	-7%	2%
OC(COc1ccc(OCc2ccccc2)cc1)CN1CCOCC1 (stereo not drawn)	7	20%	.	13%	-24%[2.33 µM]	-14%	.	-2%	11%
Cc1ccc2nc(N3CCC(C(=O)NC4CCCCC4)CC3)sc2c1	-3	45%[activator]	i	-17%	18%	-11%	-11%	-9%	-4%
O=C(C[C@H]1C[C@H](C(=O)N2CCCCC2)[C@@]2(CCc3ccccc3)c3[nH]c4cc(-c5ccco5)ccc4c3CCN2C1=O)NCCC1=CCCCC1	-18	-8%	4%	.	.	?	16%	?	17%
Cc1cc(C)c(-c2c(O)c3c(n(C)c2=O)CC(C)(C)CC3=O)c(C)c1	0	25%	-7%	4%	6%[59 µM]	-7%	2%	-3%	-7%
CCCOc1ccc(C2C3=C(CCCC3=O)N(CC(=O)O)C3=C2C(=O)CCC3)cc1OCC	-7	27%	8%	9%	14%[0.501 µM]	-11%	8%	-14%	7%
CC12C(=O)N(NC(=O)c3ccncc3)C(=O)C1C1C=CC2C1 (stereo not drawn)	4	22%	-4%	-3%	-17%	-10%	-3%	0%	7%
CC(C)(C)c1ccc(C(=O)Nc2cccc3c(=O)[nH][nH]c(=O)c23)cc1	0	68%[activator]	0%	-2%	-4%[59 µM]	14%	-9%	?	8%
C=CCC[C@@H](Cc1ccc(F)cc1)C(=O)OC[C@H](Cc1c[nH]c2ccccc12)NC(=O)[C@@H](CC=C)CC(=O)N(CCO)Cc1ccccc1	1	25%	5%	.	.	?	2%	?	-3%
O=C(N=Nc1c(O)[nH]c2ccccc12)c1ccc(CN2CCOCC2)cc1	1	38%	-2%	4%	-34%	-13%	2%	1%	-2%
CCOc1ccc(Nc2cc(C)c3ccccc3n2)cc1	-2	6%	-7%	-31%	?	?	4%	-7%	0%
C=CCNCC(O)COc1ccc(C(C)=O)cc1OC (stereo not drawn)	0	71µM*	-6%	50µM*	.	2µM*	-3%	-1%	13%
Cc1cccc(-c2nc(C)c(CCNC(=O)C(=O)Nc3ccccc3C#N)s2)c1	-3	23%[57 µM]	i	1%	12%[59 µM]	-29%	2%	3%	8%
